SENP8 inh = SENP8 (human) protease inhibition; Q96LD8; recombinant SENP8, Nedd8 substrate fluorescence; 360,000 compounds, 0.64% hits; inhibition, % at 20 µM; in the data active = inhibition mostly above about 40%, no sharp cut-off; inactive = mostly below about 27%
Target sequence (Q96LD8 whole entry, looked up): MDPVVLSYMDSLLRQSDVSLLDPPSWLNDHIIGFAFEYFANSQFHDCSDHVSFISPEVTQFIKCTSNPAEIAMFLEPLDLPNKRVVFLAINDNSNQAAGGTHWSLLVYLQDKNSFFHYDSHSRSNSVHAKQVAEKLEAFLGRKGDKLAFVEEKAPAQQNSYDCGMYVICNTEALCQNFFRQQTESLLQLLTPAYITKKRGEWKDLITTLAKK
SENP7 inh = inhibitors of human SENP7 protease | inhibition, % at 5 µM | recombinant SENP7, Z-RLRGG-aminoluciferin luminescence, 40 min | Q9BQF6 | 330,000 compounds, 1.5% hits;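 active = inhibition above about 50% at the single test dose, limit read from the data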;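 also: plate controls were DMSO with enzyme for no effect and no enzyme buffer wells for full effect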
Target sequence (Q9BQF6 706-1050 limits assumed): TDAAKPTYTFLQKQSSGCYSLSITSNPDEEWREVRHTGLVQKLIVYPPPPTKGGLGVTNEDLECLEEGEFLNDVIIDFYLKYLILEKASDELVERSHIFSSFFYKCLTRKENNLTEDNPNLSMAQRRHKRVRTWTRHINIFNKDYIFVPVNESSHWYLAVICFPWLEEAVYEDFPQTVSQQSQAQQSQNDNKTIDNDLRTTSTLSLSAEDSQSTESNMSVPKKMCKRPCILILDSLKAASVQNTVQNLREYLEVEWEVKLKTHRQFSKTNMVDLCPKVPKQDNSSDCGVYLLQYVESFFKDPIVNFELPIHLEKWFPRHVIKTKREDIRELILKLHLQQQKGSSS
HKDC1 inhibitor = inhibitors of human hexokinase HKDC1; Q2TB90; recombinant HKDC1, G6PDH/diaphorase resazurin coupled fluorescence; inhibition, % at 20 µM; 340,000 compounds, 0.16% hits;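 active = inhibition above about 35% when tested at 20 µM, limit read from the data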;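 also: plate controls were DMSO wells with enzyme for no effect and DMSO wells lacking enzyme for full effect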
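Test system: Recombinant HKDC1 (HK5) hexokinase enzyme, produced in-house | Input: HKDC1 at 5 µg/mL | Buffer or medium: Tris pH 8.0 buffer with MgCl2, Tween-20, BSA, BME | Schedule: 90 min reaction incubation at room temperature, dark | Technique: Resazurin-to-resorufin fluorescence via G6PDH and diaphorase coupling, 525/613 nm | Controls: DMSO wells with and without enzyme mix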
PfG6PD inh = PfG6PD (Plasmodium falciparum) enzyme inhibition; AID 504690; PfGluPho enzyme, NADPH resazurin-diaphorase fluorescence; inhibition, % at 20 µM; 350,000 compounds, 0.78% hits;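 active = inhibition reaching at least a set limit at 20 µM in the primary screen, cut at about 59% in these data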;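 also: 0% = DMSO wells with substrate and 100% = DMSO wells lacking glucose-6-phosphate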
ATG4B inhibitor = inhibitors of human ATG4B cysteine protease; inhibition, % at 8.33 µM; ATG4B cleavage of LC3-PLA2, NBD-HPC fluorescence, 1 h; 340,000 compounds, 0.51% hits; Q9Y4P1; in the data active = inhibition above about 40%
Target sequence (Q9Y4P1 whole entry, looked up): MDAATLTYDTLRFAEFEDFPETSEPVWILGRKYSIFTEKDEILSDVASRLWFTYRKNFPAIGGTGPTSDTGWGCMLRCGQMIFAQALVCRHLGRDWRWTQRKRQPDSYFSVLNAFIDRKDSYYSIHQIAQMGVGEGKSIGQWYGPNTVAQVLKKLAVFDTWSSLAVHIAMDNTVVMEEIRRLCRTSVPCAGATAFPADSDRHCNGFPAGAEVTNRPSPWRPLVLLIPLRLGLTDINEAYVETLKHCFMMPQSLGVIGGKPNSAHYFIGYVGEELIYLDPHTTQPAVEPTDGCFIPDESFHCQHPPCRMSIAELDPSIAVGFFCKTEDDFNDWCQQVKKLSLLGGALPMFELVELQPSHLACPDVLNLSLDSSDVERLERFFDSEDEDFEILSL
MPTP inh = blocks calcium-induced mitochondrial swelling; isolated mouse mitochondria, Ca2+ swelling absorbance, 30 min; inhibition, % at 10 µM; 360,000 compounds, 1.4% hits; AID 602449;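 active = inhibition of 50% or more, scaled per plate between neutral and stimulator controls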;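 also: 0% = DMSO wells given calcium and 100% = 1 mM EGTA wells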
SENP6 block = SENP6 protease inhibition; Q9GZR1; Recombinant SENP6 catalytic domain, aminoluciferin luminescence; inhibition, % at 10 µM; 330,000 compounds, 1.8% hits;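 active = inhibition above about 50% at the single tested dose, limit read from the data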;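 also: plate controls were DMSO wells with enzyme for no effect and DMSO wells lacking enzyme for full effect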
NR3A LBD binder = modulates the human NR3A ligand-binding domain; Tm shift relative to glycine control, % at 25 µM; 340,000 compounds, 2.5% hits; AID 1259313; NR3A LBD differential scanning fluorimetry, Tm shift; 0% = protein alone, 100% = glycine-bound protein;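 active = melting temperature shift of at least 10% of the positive control shift, at one fixed dose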
The depositor's hits bear a star; nt = not tested or not shown.

SMILES	SENP8 inh	SENP7 inh	HKDC1 inhibitor	PfG6PD inh	ATG4B inhibitor	MPTP inh	SENP6 block	NR3A LBD binder
Cc1ccc(S(=O)(=O)Cc2ccc(C(=O)N3CCN(c4ccccn4)CC3)o2)cc1	6.2	-14.0	1.7	-12.9	4.2	-2.0	-0.9	1.4
Cc1cc(C)c(OC2(c3ccccc3)OC(=O)c3ccccc32)c(C)c1 (stereo unspecified)	2.5	5.1	18.3	35.0	-2.6	7.1	4.4	15.7*
c1ccc(COc2ncnc3c2ncn3CCCNCc2ccccn2)cc1	5.6	nt	-1.6	-6.0	-2.6	0.7	nt	-0.3
COC(=O)c1c(NC(=O)CN2CCN(c3cccc(Cl)c3)CC2)sc(C)c1C	-29.4	3.3	-7.0	-10.3	4.6	13.8	14.8	0.8
CC(C)c1ccc(NC(=S)NN2CCN(C)CC2)cc1	18.5	4.7	-2.2	-14.6	1.8	3.4	-15.5	-1.9
Cc1ccc(Cl)cc1-c1ccc(C=Nc2ccc(N3CCOCC3)cc2)o1	-113.8	2.0	11.1	23.7	15.1	-0.8	-3.4	0.2
COCCCNC(=O)CNC(=O)c1nn(-c2ccc(OC)c(Cl)c2)c(=O)c2ccccc12	-184.2	-4.8	-1.8	2.2	-1.4	0.8	11.1	1.2
CCOc1ccc(Nc2nc(Cl)nc(N3CCN(c4ccc(OC)cc4)CC3)n2)cc1	16.3	1.9	12.5	4.5	2.5	1.0	5.2	-25.1
O=C(CSc1nc2c([nH]c3ccccc32)c(=O)n1-c1ccccc1)N1CCOCC1	-0.2	-13.6	-4.0	14.5	-7.9	-0.4	0.7	1.6
COc1ccccc1N1CN(CCc2ccccc2)CNC1=S	11.2	-2.0	-4.6	-2.4	0.5	1.0	-0.1	1.3
O=C(COc1ccc(Cl)cc1)N1CCCCCCC1	11.4	2.8	-3.4	7.2	-0.9	-0.1	-9.0	0.0
CCOC(=O)N1CCC(N2Cc3cccc(C(=O)N4CCN(c5cccc(Cl)c5)CC4)c3C2=O)CC1	18.8	2.7	-3.4	-6.6	4.5	1.6	-2.6	-1.4
Cc1cccc2c(=O)cc(C)n(CC(N)=O)c12	18.1	1.2	-6.0	-4.9	2.2	2.2	1.4	-2.2
CCCCc1nc2cc(C(=O)NCc3nccn3CC)ccc2o1	19.7	4.2	3.1	1.1	-1.9	0.6	-1.1	-1.6
COc1cccc2c1C(=O)C[C@]1(CCCC[C@@H]1C)O2	12.7	4.1	1.5	2.7	-2.5	1.3	-20.3	0.2
COCCn1c(C)cc(/C=C(\C#N)C(=O)OCC(=O)Nc2ccc(S(N)(=O)=O)cc2)c1C	-152.2	-0.2	-3.9	5.8	-8.3	-0.6	0.1	-0.9
CCOc1ccc(CNc2ccc(N3CCCC3)cc2)cc1	-275.7	10.1	18.6	94.8*	12.6	1.5	5.7	-2.0
COc1cccc(-n2nc(C(C)=O)c(=O)[nH]c2=O)c1	10.0	-11.2	-6.8	-4.7	-1.2	0.3	-2.0	0.2
O=C1NC(Cc2c[nH]c3ccccc23)C(=O)N1Cc1cccc2ccccc12 (stereo unspecified)	3.4	-6.4	-0.2	22.0	-16.0	-3.7	-5.2	0.5
CCc1cc2c3c(c1)C(C)CC(C)(C)N3C(=O)/C2=C1\SC(=O)NC1=O (stereo unspecified)	38.1	3.7	8.8	-5.6	18.7	55.0*	29.4	0.8
COc1cc(CC(NC(C)=O)C(=O)NC2CCN(C(=O)Nc3ccccc3C)CC2)cc(OC)c1 (stereo unspecified)	7.8	9.4	5.8	-22.5	5.0	1.0	8.7	-0.9
O=C(Nc1ncc(Cc2cccc(C(F)(F)F)c2)s1)C1CCCO1 (stereo unspecified)	13.6	2.1	-3.6	2.0	-2.8	0.4	20.8	-1.2
N#CC(c1ccc(F)cc1)c1ccc(C(=O)c2ccc(F)cc2)cc1 (stereo unspecified)	22.4	-4.1	0.5	-7.4	4.2	28.0	16.4	0.1
Nc1nc(SCC(=O)c2ccc(Br)s2)n[nH]1	-2.4	-10.1	-4.2	10.2	-0.4	-0.7	-13.9	0.9
O=C(CCC(=O)c1ccc(F)cc1)Nc1cccc(Br)c1	-5.9	-6.5	-1.8	-6.5	3.2	1.3	-12.4	-1.1

The closing five compounds of the section before are carried over, then new ones follow.
SMILES	SENP8 inh	SENP7 inh	HKDC1 inhibitor	PfG6PD inh	ATG4B inhibitor	MPTP inh	SENP6 block	NR3A LBD binder
COc1cc(CC(NC(C)=O)C(=O)NC2CCN(C(=O)Nc3ccccc3C)CC2)cc(OC)c1 (stereo unspecified)	7.8	9.4	5.8	-22.5	5.0	1.0	8.7	-0.9
O=C(Nc1ncc(Cc2cccc(C(F)(F)F)c2)s1)C1CCCO1 (stereo unspecified)	13.6	2.1	-3.6	2.0	-2.8	0.4	20.8	-1.2
N#CC(c1ccc(F)cc1)c1ccc(C(=O)c2ccc(F)cc2)cc1 (stereo unspecified)	22.4	-4.1	0.5	-7.4	4.2	28.0	16.4	0.1
Nc1nc(SCC(=O)c2ccc(Br)s2)n[nH]1	-2.4	-10.1	-4.2	10.2	-0.4	-0.7	-13.9	0.9
O=C(CCC(=O)c1ccc(F)cc1)Nc1cccc(Br)c1	-5.9	-6.5	-1.8	-6.5	3.2	1.3	-12.4	-1.1
O=C(Cc1c(F)cccc1Cl)Nc1ncc([N+](=O)[O-])s1	11.7	9.4	15.2	37.2	1.9	61.9*	48.0	-8.1
COc1ccc(S(=O)(=O)NNc2nc(C)cc(C)n2)cc1[N+](=O)[O-]	-1.5	-8.3	-1.2	50.0	-4.0	-1.0	19.9	0.4
COc1cc(NC(=O)CCN2CCN(C)CC2)cc(OC)c1	10.4	-1.2	-5.3	-6.0	6.6	-0.8	17.6	2.9
O=C(c1cc(-c2cccnc2)nc2ccc(Cl)cc12)N1CCN(S(=O)(=O)c2cccs2)CC1	5.7	8.1	2.7	11.3	-0.2	0.0	-19.2	-4.0
Cn1cc(S(=O)(=O)N2CCc3ccccc32)cc1C(=O)Nc1ccc(Cl)cc1	5.1	-7.1	1.3	-1.3	-11.3	0.6	-30.8	-21.8
COc1cc(NC(=O)c2cc(-c3ccccc3Cl)on2)cc(OC)c1OC	8.2	-9.1	-2.0	5.2	5.2	0.2	12.6	-23.6
Cc1cc(=O)n(CCc2ccccc2)c(O)c1C#N	-120.6	0.1	2.2	-0.1	11.4	-3.0	33.7	-0.1
CCCOc1ccc(Cn2cnc3ccccc32)cc1	6.6	5.4	-4.7	-0.7	2.6	89.0*	4.5	-0.3
COc1ccc(-c2nnc(SCC(=O)Nc3cc(S(=O)(=O)N4CCCCC4)ccc3Cl)n2N)cc1	3.7	5.3	-8.4	-4.0	-3.4	1.1	2.6	-2.2
Cc1cc(Cl)c(S(=O)(=O)N2CCN(c3ccc(F)cc3)CC2)cc1OCC(N)=O	10.0	-12.0	-1.0	-5.5	-11.6	-2.2	-2.4	2.1
CCCn1c(SCC(=O)Nc2cccc(C)n2)nnc1-c1ccco1	2.1	-4.4	-0.6	12.6	-10.8	0.6	-8.1	6.0
O=C(CCC(=O)OCC(=O)c1ccc([N+](=O)[O-])cc1)NC1CCCCC1	16.9	-7.1	-1.0	43.1	-3.8	-0.3	-17.7	-11.1
CN1CCCC1=Nc1c2c(nc3ccccc13)N(C)CC2	-90.5	3.9	4.3	-20.9	0.6	0.8	16.9	0.2
CCN(CC)S(=O)(=O)c1cccc(-c2n[nH]c(=S)n2Cc2ccccc2)c1	-18.8	9.2	-8.0	13.3	-1.8	-1.9	-3.4	-0.6
COC(=O)[C@@]1(C)[C@H]2C(=O)N(C)C(=O)[C@H]2[C@H]2CN=C(SCc3ccc(C#N)cc3)N21	9.5	-11.5	-4.3	-2.0	1.1	-0.1	nt	0.3
O=C(CSc1c[nH]c2ccccc12)NCc1ccc2c(c1)OCO2	1.4	-0.1	-2.2	12.3	-5.4	0.2	-2.3	1.7
CC(=O)c1ccc(N=Nc2ccc(N(C)C)cc2)cc1	37.1	92.8*	-6.9	0.5	-2.7	8.6	54.4*	-0.9
OCCNCC(O)Cn1ccc2ccccc21 (stereo unspecified)	6.8	-0.7	3.0	-21.1	-3.2	-2.1	0.4	0.5
O=C(COc1ccc(S(=O)(=O)N2CCCC2)cc1Cl)NC1CCCC1	8.5	-0.8	-9.8	1.3	-18.2	0.9	-11.7	0.1
Cc1ccc(-c2c(C#N)c(N)n3c(nc4ccccc43)c2C#N)cc1	-447.2	5.9	21.6	40.5	-10.9	27.3	-3.3	4.9
CCOC(=O)CSc1nnc(Cc2ccccc2)n1-c1ccc(C)cc1	19.7	9.0	-4.4	12.5	-0.8	1.2	-0.5	-0.9
COc1cc(C2CC(=O)Oc3c(C(CCN4CCCC(C)C4)c4ccc(N(C)C)cc4)c(OC)cc(OC)c32)cc(OC)c1OC (stereo unspecified)	12.8	-0.5	1.9	9.6	-6.9	-0.1	-6.4	0.3
CCOC(=O)c1ccc(NC(=S)NCCCN2CCOCC2)cc1	5.5	0.7	-5.0	3.0	-1.6	0.3	8.9	-0.6
COc1cc(-c2cc(C(=O)Nc3ccc(O)cc3)c3ccccc3n2)cc(OC)c1OC	-45.1	-5.3	-3.5	53.5	-6.4	0.3	-16.3	-3.4
CCCCn1c(S(=O)(=O)O)nc2ccccc21	8.9	-1.6	6.1	-7.2	-3.5	-1.1	6.3	2.1
Going on with the list.
SMILES	SENP8 inh	SENP7 inh	HKDC1 inhibitor	PfG6PD inh	ATG4B inhibitor	MPTP inh	SENP6 block	NR3A LBD binder
COC(=O)c1cccc(N/C=C(\[N+](=O)[O-])S(=O)(=O)c2ccccc2)c1	-112.3	-8.7	0.7	5.3	19.0	-0.5	-7.0	-2.7
COC(=O)c1cccc(NC(=O)NC23CC4CC(CC(C4)C2)C3)c1	-12.0	7.1	0.8	18.4	-3.2	5.1	4.5	-3.6
CCOC(=O)N1CCN(C(=O)CSc2nc3c(cnn3-c3ccc(C)cc3)c(=O)[nH]2)CC1	22.1	-2.5	1.3	-18.2	-11.5	0.2	-1.7	-0.2
CCN1CCN(S(=O)(=O)c2ccc(C(=O)Nc3ccccc3)cc2)CC1	10.7	-4.1	3.1	-11.0	7.3	-1.5	-10.5	-1.6
O=C(c1cc(Cl)ccc1[N+](=O)[O-])n1cnc2ccccc21	0.9	3.9	-2.6	8.9	-2.2	1.7	-1.7	-0.1
CN(CCc1ccccn1)C(=O)CCC1CCCN(C(=O)c2c(F)ccc(F)c2F)C1 (stereo unspecified)	15.6	-5.8	-9.7	5.9	4.1	-0.7	-11.0	5.1
O=C(Cc1cccc(NC(=O)C2CCCN(C(=O)C3CC3)C2)c1)Nc1ccc(C(=O)N2CCCCC2)cc1 (stereo unspecified)	7.2	nt	-3.9	-3.2	-0.3	0.4	nt	-0.2
Cc1cc(C)nc(SCC(=O)Nc2ccc(N3CCOCC3)cc2)n1	4.1	10.1	1.6	-10.8	4.5	26.0	-6.5	-2.5
Cc1ccccc1C(=O)Nc1ccnn1C1CCN(CC2CC=CCC2)CC1 (stereo unspecified)	17.1	-4.5	-6.1	-14.9	1.7	0.2	-4.8	1.0
CC(C)c1ccc(/C=C2\SC(=S)N(CC(=O)NCCCN3CCOCC3)C2=O)cc1	23.6	0.6	1.1	-10.2	-2.7	0.0	36.6	0.2
CCOC(=O)C1CCCN(C(=O)c2sc3nc(-c4ccc(OC)cc4)cn3c2C)C1 (stereo unspecified)	-16.5	-0.5	0.5	29.2	1.1	1.2	5.7	1.1
Cc1ccc(S(=O)(=O)Nc2cccc(C(=O)NCC(c3ccc(F)cc3)N3CCOCC3)c2)cc1 (stereo unspecified)	2.9	13.8	0.5	-7.2	-8.1	-1.0	-1.9	1.2
O=C(CNCC1CCCO1)Nc1ccc(N2CCCCCC2)cc1 (stereo unspecified)	12.0	-1.1	-4.5	0.2	7.2	-0.2	0.8	-2.0
